Bioassay records as filed in PubChem.
KCNH2 3.1 inh: qHTS for Inhibitors of KCHN2 3.1: Mutant qHTS | Potassium voltage-gated channel subfamily H member 2, brain isoform KCNH2 3.1 (human) | U2OS KCNH2 3.1, thallium flux FluxOr; stronger effect = lower value | 340,000 compounds, 0.95% hits | activity change, % (tested at about 1.8 µM);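 active = maximum activity change below -70%; inconclusive = maximum activity change from -70% to -50%; inactive = maximum activity change above -50%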;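 note: thallium influx rate constant from kinetic fluorescence after stimulation buffer; % is set by controls: 0 for no effect and ±100 for the full control effect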
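FluxOr-based Tl+ influx in U2OS cells transduced with KCNH2 3.1 virus; rate constants normalized to DMSO controls.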
hERG WT inh: qHTS for Inhibitors of KCHN2 3.1: Wildtype qHTS. Voltage-gated inwardly rectifying potassium channel KCNH2 (Homo sapiens), Q12809. U2OS, BacMam KCNH2, thallium flux FluxOr; stronger effect = lower value. activity change, % at 1.84 µM. 340,000 compounds, 0.37% hits. AID 720551, 2013;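 active = maximum activity change below -70%; inconclusive = maximum activity change between -70% and -50%; inactive = maximum activity change above -50%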; note: % is set by controls: 0 for no effect and ±100 for the full control effect
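U2OS cells were transduced with wild-type KCNH2 virus (2.03 x 10^8 / mL) for 4 h at room temperature, then cultured overnight at 37 C. Thallium flux was read with FluxOr dye. Rate constants were normalized to DMSO controls.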
TRPV1 agonist: HTS Assay for Compounds that Act as Agonists of the Vanilloid Receptor 1; Transient receptor potential cation channel subfamily V member 1 (Homo sapiens), Q8NER1; AID 540275, 2011; TRPV1-expressing cells, Fluo-8 calcium influx, agonist mode; 320,000 compounds, 0.19% hits; activation, % at 8.33 µM; in the data active = activation above about 80%; inconclusive = between about 30% and that limit; note: 0% is about no effect
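TRPV1-expressing cells were cultured overnight at 35.5C and loaded with Fluo-8 calcium dye for 40 to 90 min at room temperature. After a 10 s baseline, compound was added and calcium influx was read kinetically for 3 min (ex 480/em 520 nm).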
ELG1 repair inh: qHTS screen for small molecules that inhibit ELG1-dependent DNA repair in human embryonic kidney (HEK293T) cells expressing luciferase-tagged ELG1 | HEK293T ELG1-luciferase reporter, luminescence, 16 h; DNA damage induced by 5-fluorouridine | Potency, µM (doses to about 46.1 µM), inactives show at the highest dose activity change, negative = inhibition, actives largely listed as inhibitors | 330,000 compounds, 2.3% hits | AID 504467, 2011; note: potency is the fitted concentration of half-maximal effect; % is set by controls: 0 for no effect and ±100 for the full control effect; nearly all actives have a fitted effect of over 55% in size
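DMSO vehicle served as the neutral condition. Each well held 2,000 cells given 5-fluorouridine plus compound; after 16 hr at 37 °C/5% CO2, ONE-Glo was added and luciferase measured 30 min later.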
AT treatment: qHTS Assay for Identifying a Potential Treatment of Ataxia-Telangiectasia; 320,000 compounds, 0.19% hits; […] A-T fibroblasts, KAP-1 phosphorylation AlphaLISA; neocarzinostatin DNA damage 30 min before lysis; Potency, µM (doses to about 57.5 µM), for the others: at the highest dose activation, actives largely listed as activators; note: potency is the fitted concentration of half-maximal effect; % of control where 0% means no effect; nearly all actives have a fitted effect of over 45% in size
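ATM-like activity read as KAP-1 phosphorylation via AlphaLISA donor/acceptor antibody pairs after lysis and 6 hr at 25C. Cells were ATM-null patient fibroblasts ([…], hTERT), dosed 60 min, then exposed to the DSB inducer NCS for 30 min.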
TSHR antagonist: Antagonists of the Thyroid Stimulating Hormone Receptor: HTS campaign. 330,000 compounds, 0.2% hits. TSHR-expressing cells, TSH-stimulated cAMP HTRF, 2 h; stronger effect = lower value. Thyrotropin receptor (Homo sapiens), P16473. activity change, negative = inhibition, % at 11.5 µM;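 active = activity change below a set negative limit, meaning inhibition stronger than a set level, cut at about -70% in these data; inconclusive = activity change between two set negative limits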; note: % is set by controls: 0 for no effect and ±100 for the full control effect
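Competitive HTRF cAMP read-out (cryptate anti-cAMP antibody, cAMP-d2; 30 min, room temperature) in freshly harvested TSHR cells. Compounds added before TSH at EC80 (4nM final), followed by 2 hours' incubation at 37 deg C.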
Eya2 inh: qHTS Assay for Inhibitors of the Phosphatase Activity of Eya2; 330,000 compounds, 0.006% hits; Potency, µM (doses to about 76.9 µM), inactives show at the top dose activity, negative = inhibition, most hits filed as inhibitors; Protein phosphatase EYA2 (Homo sapiens), O00167; recombinant Eya2, OMFP fluorescence dephosphorylation (OMFP is methylfluorescein phosphate); AID 488837, 2010; note: potency is the fitted concentration of half-maximal effect; % is set by controls: 0 for no effect and ±100 for the full control effect
Target sequence (O00167 whole entry, looked up): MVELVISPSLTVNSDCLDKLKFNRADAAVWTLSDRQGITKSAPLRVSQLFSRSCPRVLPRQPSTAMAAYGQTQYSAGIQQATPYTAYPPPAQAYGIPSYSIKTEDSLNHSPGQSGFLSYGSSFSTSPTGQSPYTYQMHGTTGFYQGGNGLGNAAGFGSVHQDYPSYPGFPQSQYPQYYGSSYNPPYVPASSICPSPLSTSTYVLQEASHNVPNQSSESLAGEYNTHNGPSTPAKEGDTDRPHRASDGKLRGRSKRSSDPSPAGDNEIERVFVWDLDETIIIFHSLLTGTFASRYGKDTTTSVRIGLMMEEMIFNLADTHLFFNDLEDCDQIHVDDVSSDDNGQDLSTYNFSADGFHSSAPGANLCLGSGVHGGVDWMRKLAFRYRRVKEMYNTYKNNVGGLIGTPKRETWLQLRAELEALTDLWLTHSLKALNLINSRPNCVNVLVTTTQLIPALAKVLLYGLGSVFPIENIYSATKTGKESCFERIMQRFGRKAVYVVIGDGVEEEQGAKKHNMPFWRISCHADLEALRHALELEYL
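Eya2 (0.2 uM) preincubated 10 min at ambient with compound, then OMFP substrate added at 50 uM; 10 min reaction in 50 mM HEPES pH 7.5, 50 mM NaCl, 5 uM MgCl2, 0.05% BSA, 1 mM DTT. Fluorescence read at Ex 485/Em 525 nm.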
USP2a block: qHTS Assay for Inhibitors of Ubiquitin-specific Protease USP2a Using CHOP2 as the Reporter | AID 463254, 2010 | USP2 core, Ub-CHOP2 coupled fluorogenic reporter, 485/531 | Potency, µM (series often up to 38.3 µM), for inactives: at the highest dose activity change, negative = inhibition, actives largely listed as inhibitors | 330,000 compounds, 0.01% hits;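 note: potency is the fitted concentration of half-maximal effect; plate controls were DMSO wells for no effect and full inhibition by NEM control for full effect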
Target sequence (O75604 whole entry, looked up): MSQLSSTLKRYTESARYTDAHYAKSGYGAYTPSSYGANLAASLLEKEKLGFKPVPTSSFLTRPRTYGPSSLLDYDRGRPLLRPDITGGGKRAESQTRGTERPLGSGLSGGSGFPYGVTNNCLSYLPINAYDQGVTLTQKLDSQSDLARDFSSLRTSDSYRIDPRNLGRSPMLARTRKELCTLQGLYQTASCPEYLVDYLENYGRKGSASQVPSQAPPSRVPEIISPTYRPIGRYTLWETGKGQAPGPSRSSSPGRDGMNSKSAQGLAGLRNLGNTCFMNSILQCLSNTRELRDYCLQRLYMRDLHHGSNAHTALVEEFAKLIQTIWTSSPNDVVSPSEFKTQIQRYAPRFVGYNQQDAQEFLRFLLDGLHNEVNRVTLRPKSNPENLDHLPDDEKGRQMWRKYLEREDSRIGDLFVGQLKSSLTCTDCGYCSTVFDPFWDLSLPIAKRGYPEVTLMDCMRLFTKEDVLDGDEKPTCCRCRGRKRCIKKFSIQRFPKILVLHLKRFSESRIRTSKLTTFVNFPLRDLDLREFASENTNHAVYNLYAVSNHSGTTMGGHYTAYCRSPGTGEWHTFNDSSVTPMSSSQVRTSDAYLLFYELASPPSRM
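Deubiquitinase activity read as fluorescence (485/531 nm) after Ub-CHOP2 cleavage activates the enterokinase reporter on its substrate; USP2 core 10nM, Ub-CHOP2 and substrate 25nM each, 30min compound preincubation then 60min RT; data normalized to NEM, curves fitted.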
Mito fusion act: qHTS Assay for Small Molecule Inhibitors of Mitochondrial Division or Activators of Mitochondrial Fusion. AID 485298, 2010. 320,000 compounds, 0.23% hits. Potency, µM (highest dose often 46.1 µM), inactives show top-dose growth rescue (activation), usual class: activators. S. cerevisiae fusion-defective mutant growth rescue, CellTiterGlo 48 h;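 note: potency is the fitted concentration of half-maximal effect; % of control where 0% means no effect; nearly all actives have a fitted effect of over 45% in size; temperature-sensitive fusion mutants such as fzo1-1 at 37 °C on non-fermentable ethanol glycerol medium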
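Read-out: ATP-based luminescence (CellTiterGlo, 10 min ambient) reporting growth of fusion-defective ts yeast after 48 hours at 37C on glycerol/ethanol YPEG medium in the presence of compound.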
TCR act: Activators of T cell receptors: qHTS campaign; primary human leukocytes, anti-CD3, IL-2 HTRF, 48 h; AID 504894, 2011; 330,000 tested, under 10 active; Potency, µM (series often up to 9.22 µM), for inactives: top-dose activation of IL-2 secretion, actives largely listed as activators; note: % of control where 0% means no effect
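Readout: HTRF IL-2, Eu-cryptate/d2 antibody pair, 320nm excitation, 665nm emission. Stimulus: a-CD3 beads, no co-stimulation. Cells: primary human leukocytes. Exposure: 48 hr with compound.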
* = called active by the depositor; i = inactive; ? = inconclusive; . = not tested or not shown; [ ] = dose if it differs, or a comment. Unless noted, calls come from the whole dose curve; as a rule, active = well fitted curve in the direction sought with a large enough effect; inconclusive = small, poorly fitted or top-dose-only effect, or another doubt; inactive = no such curve, though single readings can be large; an effect the other way counts as inactive or inconclusive. Only part of the results is shown; the hit share may differ from the screen's.

SMILES	KCNH2 3.1 inh	hERG WT inh	TRPV1 agonist	ELG1 repair inh	AT treatment	TSHR antagonist	Eya2 inh	USP2a block	Mito fusion act	TCR act
O=[N+]([O-])c1c(Nc2ccccn2)cc(Cl)c2nonc12	-3	0	-1	?	-9%	0	2%	0%	1%	7%
CCOc1cc(NC(=S)NCC2CCCO2)c(OCC)cc1NC(=O)c1ccccc1 (configuration not stated)	-13	-3	24	?	-2%	3	7%	-1%	-8%	3%
CCOC(=O)c1cc2sccc2n1CC(=O)Nc1ccc2c(c1)OCCO2	22	5	.	7%	-4%	4	32%	0%	-14%	7%
Cc1cccc2c1nc(-c1ccccc1)n1nnnc21	-1	-1	1	14%	-3%	-12	-7%	3%	-2%	.
COc1ccccc1N1CCN(/N=C/c2cc(OC)c(OC(C)=O)c(OC)c2)CC1	14	-3	-3	-21%	13%	-4	-1%	0%	-1%	2%
CN(Cc1nc2ccccc2c(=O)[nH]1)C(=O)c1ccc(S(=O)(=O)N(C)C)cc1	10	-1	-4	0%	.	14	-23%	0%	1%	-5%
C=CCc1cccc(/C=N/c2ncccc2O)c1O	-29	-18	-1	-9%	1%	-2	13%	1%	-5%	2%
O=C(NNc1nc2c(F)cc(F)cc2s1)c1ccccc1	-5	-2	15	15%	-5%	-3	1%	7%	1%	2%
CN(CC(=O)Nc1ccc(F)cc1)C(=O)Cn1c(=O)oc2ccccc21	21	5	-1	18%	-6%	18	4%	4%	-2%	-34%
O=C1[C@@H](Oc2ccccc2)[C@@H](c2ccncc2)N1c1ccccc1	-16	6	.	?	7%[11.5 µM]	-14	-6%	-4%	.	6%[46.1 µM]
CCC(C)NC(=O)CCC(=O)Nc1ccc2nc(N3CCOCC3)cc(C)c2c1 (configuration not stated)	-25	-15	-1	?	7%	-10	-4%	3%	-1%	-1%
Cc1ccc(CCNC(=O)c2cc(C)nn2-c2ccccc2)cc1	7	-10	3	-19%	5%	3	?	-1%	-1%	-4%
CCc1ccccc1NC(=O)C1CCN(C(=O)c2cccs2)CC1	12	-5	3	4%	6%	11	-2%	1%	-13%	4%
CCN(C[C@H]1N[C@@](CC)(C(=O)OC)[C@H]2C(=O)N(C)C(=O)[C@@H]12)C(=O)COC	-1	3	.	18%	8%	-6	5%	2%	.	3%
CN(C)c1nc(Oc2ccc(=O)n(-c3ccccc3)n2)nc(N2CCOCC2)n1	20	9	2	-24%	2%	-8	1%	1%	2%	2%
CCCCc1cc(=O)oc2c(C)c(OCC(=O)NCC3CCC(C(=O)O)CC3)ccc12 (configuration not stated)	4	0	0	?	-11%	6	9%	3%	1%	3%
O=C(CCCCCn1c(=O)[nH]c2ccccc2c1=O)N1CCN(Cc2ccc3c(c2)OCO3)CC1	-22	-6	10	18µM*	.	0	5%	-1%	5%	-1%
COC(=O)c1ccccc1Oc1ccc(NC(=O)CCCl)cc1	7	-8	12	6%	1%	3	-6%	2%	-1%	7%
COc1ccc(N(CC(=O)N/N=C(\C)c2cccs2)S(=O)(=O)c2ccccc2)cc1Cl	.	.	4	9%	1%	-4	5%	13%	23%	.
Cc1cc(C2=NNC(=NC3CC3)SC2)c(C)n1-c1c(C)n(C)n(-c2ccccc2)c1=O	18	17	3	15%	1%	12	-8%	2%	3%	-4%

Entries shown so far with an aryl methoxy group, in the order listed:
SMILES	KCNH2 3.1 inh	hERG WT inh	TRPV1 agonist	ELG1 repair inh	AT treatment	TSHR antagonist	Eya2 inh	USP2a block	Mito fusion act	TCR act
COc1ccccc1N1CCN(/N=C/c2cc(OC)c(OC(C)=O)c(OC)c2)CC1	14	-3	-3	-21%	13%	-4	-1%	0%	-1%	2%
COc1ccc(N(CC(=O)N/N=C(\C)c2cccs2)S(=O)(=O)c2ccccc2)cc1Cl	.	.	4	9%	1%	-4	5%	13%	23%	.

Continuation:
SMILES	KCNH2 3.1 inh	hERG WT inh	TRPV1 agonist	ELG1 repair inh	AT treatment	TSHR antagonist	Eya2 inh	USP2a block	Mito fusion act	TCR act
CCOc1ccc(OCCC(=O)OCC(=O)Nc2cc(S(=O)(=O)N3CCOCC3)ccc2C)cc1	4	-5	2	?	-1%	4	7%	-1%	4%	6%
Cc1cc(C)c(O)c(C2(O)C(=O)c3ccccc3C2=O)c1	3	0	5	14%	6%	-25	2%	4%	5%	3%
O=C(CCc1ccccc1)Nc1ccc(F)cc1F	-11	-2	18	?	6%	5	15%	1%	1%	1%
COCCN(C(=O)CNC(=O)c1ccco1)C(C(=O)NC1CCCC1)c1ccccc1 (configuration not stated)	5	8	1	22%	0%	8	-11%	1%	3%	3%
CC1(C)C2C/C(=N\O)C(C)(/[N+]([O-])=C/c3cccc([N+](=O)[O-])c3)CC21 (configuration not stated)	-8	-6	3	?	-2%	-16	-10%	4%	5%	-4%
COCCNC(=O)c1ccc(C)cc1C	12	3	-5	?	-1%	9	10%	1%	-1%	1%
O=C(NCc1ccccn1)c1ccccc1-c1ccccc1	-2	-16	3	-13%	-1%	-2	-24%	5%	-2%	0%
O=C(Nc1ccc(-c2nnc3n2CCCCC3)cc1)c1ccco1	5	-4	-8	0%	-4%	4	4%	2%	0%	4%[46.1 µM]
COC(=O)c1ccccc1NC(=S)NC(NC(=O)COc1ccccc1)C(Cl)(Cl)Cl (configuration not stated)	-1	9	17	0%	3%	4	-7%	2%	-1%	-1%
COc1ccc(CN2C(=O)c3cccc4cccc2c34)cc1F	10	-6	30	0%	7%	1	5%	1%	-3%	3%
Cn1c(C(=O)N2CCCC(C(=O)NCc3cccs3)C2)cc2sccc21 (configuration not stated)	-2	8	?	?	9%	19	-19%	2%	1%	-1%
O=C(COC(=O)c1ccc2ncsc2c1)NC(=O)NCc1ccccc1	-10	3	13	5%	4%	6	-12%	2%	0%	-2%
COc1cc(C)ccc1OCCON1C(=O)CCC1=O	21	-18	-4	0%	2%	3	-2%	2%	-6%	0%
CCCCCCCCCCCCC(NC(C)=O)(C(=O)OCC)C(=O)OCC	10	3	12	?	?	-24	-22%	-6%	-39%[inhibitor]	5%
COc1cc(C(CC(=O)Nc2ncccc2C)N2Cc3ccccc3C2=O)cc(OC)c1OC (configuration not stated)	5	0	1	9%	-1%	17	1%	2%	6%	-2%
CCOC(=O)c1cnn(-c2ccccc2)c1-n1cccc1C(=O)C(=O)N(C)C	0	0	1	5%	-5%	2	14%	0%	0%	1%
Cc1ccc(S(=O)(=O)N2CCCCC2)cc1C(=O)Nc1ccc(S(=O)(=O)Nc2ncccn2)cc1	5	7	-2	4%	-3%	-10	24%	2%	1%	13%
CCOc1ccc2nc(N3CCCC(C(=O)NCC4CCCO4)C3)sc2c1 (configuration not stated)	4	-2	-2	?	-3%	-10	13%	3%	5%	-6%
NS(=O)(=O)c1ccc(CCNC(=O)c2ccccc2Cc2ccccc2)cc1	-2	-22	0	-6%	-7%	16	4%	-2%	3%	-3%
O=C(CCC(=O)Nc1ccccc1)NNC(=O)c1ccco1	16	-10	-4	12%	-7%	2	-23%	1%	0%	4%
CC(C)=CCC/C(C)=C/C=N/NC(=O)c1cccc([N+](=O)[O-])c1	15	2	29	-3%	-4%	-5	-19%	4%	4%	-6%[46.1 µM]
O=S(=O)(NCc1ccccc1)[C@@H]1CC2C=CC1C2 (some centres not stated)	-8	-17	-5	11%	14%	-10	3%	1%	2%	-1%
CCNC(=S)N1CCC(c2nc3cc(C)c(C)cc3[nH]2)CC1	-5	9	4	4%	2%	-1	0%	3%	-4%	0%[46.1 µM]
CC1CCC(NC(=O)C2(C)CCC(=O)N2Cc2cccnc2)CC1 (configuration not stated)	-2	6	-4	2%	7%	-5	2%	1%	-1%	-4%
Cc1cc(C)c2c3c(sc2n1)C(=O)N(c1ccccc1)CC(=O)N3	-7	20	2	?	3%	-3	-11%	-1%	8%	-5%
O=[N+]([O-])c1ccc(N2CCN(S(=O)(=O)c3ccc4ccccc4c3)CC2)cc1NCC1CCCO1 (configuration not stated)	5	i	3	-3%	-8%	-2	-2%	3%	-2%	-7%[46.1 µM]
N#C/C(=C/c1ccc(O)c(O)c1)c1nc2ccccc2[nH]1	-8	4	28	?	-27%	-3	11%	11%	-5%	-19%
OCC[C@@H]1C[C@H](O)[C@@H](O)[C@]2(Cc3ccccc3O2)O1	-5	-4	1	2%	5%	4	1%	1%	0%	2%
